# Menin-MLL TR inh: qHTS Assay for Inhibitors Targeting the Menin-MLL Interaction in MLL Related Leukemias: Competition With Texas Red Labeled MLL-derived Mutant Peptide | AID 1768, 2009 | Potency, µM (doses to about 61.6 µM), without a hit: top-dose FP activity change, negative = inhibition, hits mostly inhibitors | O00255 | 270,000 compounds, 0.23% hits | Menin + Texas Red MLL mutant peptide, fluorescence polarization; active means well fitted inhibition curve with a large enough effect in the polarisation, with a control signal flat, not every such curve was filed as active; inconclusive means small, poorly fitted or top-dose-only effect, or effect the other way, or a change in a side signal; inactive means no such curve, though single readings can be large or run the other way; the % refers to the polarisation; further: potency means the concentration at half of the fitted maximal effect; % of control where 0% means no effect; many of its hits are not listed in these tables
# Rab9 promoter act: qHTS Assay for Rab9 Promoter Activators; Huh7 Rab9 promoter-luciferase reporter, luminescence, 24 h; Potency, µM (doses to about 9.22 µM), without a hit: top-dose activation, negative = inhibition, actives largely listed as activators; 320,000 compounds, 2.8% hits; AID 485297, 2010; further: potency means the concentration at half of the fitted maximal effect; % of control where 0% means no effect; nearly all actives have a fitted effect of over 60% in size
#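 Huh7 reporter line, Rab9 promoter upstream of luciferase. Compound exposure 24 h at 37 °C in reduced-serum medium with 10% FBS. Read-out: luminescence.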
# PKM2 act: qHTS Assay for Activators of Human Muscle isoform 2 Pyruvate Kinase; Pyruvate kinase PKM (Homo sapiens), P14618; purified PKM2, Kinase-Glo ATP luminescence, activation; response scale: 0% is enzyme alone, no compound; Potency, µM (doses to about 57.5 µM), inactives show at the top dose activation, hits mostly activators; 260,000 compounds, 0.34% hits; AID 1631, 2009; further: potency means the concentration at half of the fitted maximal effect; on the % scale 0 is the no-effect control and ±100 the full control effect; nearly all actives have a fitted effect of over 55% in size
#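 Kinase-Glo luminescence reports ATP generated from ADP (0.1 mM) and PEP (0.5 mM) by purified hPK-M2 after 1 h at room temperature, pH 7.2 imidazole buffer; intermediate enzyme activity allows detecting inhibitors and activators.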
# MBNL1 CUG block: qHTS Assay for Inhibitors of MBNL1-poly(CUG) RNA binding. 280,000 compounds, 0.036% hits. TR-FRET MBNL1-His/biotin-(CUG)12 binding, 665/545 ratio. Potency, µM (highest dose often 57.5 µM), for inactives: top-dose activity change, negative = inhibition, usual class: inhibitors; active means well fitted inhibition curve with a large enough effect in the signal ratio, with a control signal flat, not every such curve was filed as active; inconclusive means small, poorly fitted or top-dose-only effect, or effect the other way, or a change in a side signal; inactive means no such curve, though single readings can be large or run the other way; the % refers to the signal ratio; further: potency means the concentration at half of the fitted maximal effect; on the % scale 0 is the no-effect control and ±100 the full control effect
# Target sequence (Q9NR56 whole entry, looked up): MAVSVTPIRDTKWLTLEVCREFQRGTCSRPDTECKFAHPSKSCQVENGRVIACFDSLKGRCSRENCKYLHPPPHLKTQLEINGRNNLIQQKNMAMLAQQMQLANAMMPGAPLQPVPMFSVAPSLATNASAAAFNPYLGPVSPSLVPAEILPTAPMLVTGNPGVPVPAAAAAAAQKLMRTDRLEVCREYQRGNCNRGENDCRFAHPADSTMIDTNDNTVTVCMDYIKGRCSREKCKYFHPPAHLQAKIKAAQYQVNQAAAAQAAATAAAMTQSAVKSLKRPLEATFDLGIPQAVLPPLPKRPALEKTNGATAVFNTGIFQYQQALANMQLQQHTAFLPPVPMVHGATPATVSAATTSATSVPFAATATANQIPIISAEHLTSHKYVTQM
#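 Inhibition of protein-RNA binding appears as loss of TR-FRET between terbium anti-His antibody on MBNL1-His and streptavidin-XL665 on biotin-(CUG)12. Activity is normalized to buffer-only and uninhibited-complex controls.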
# ELG1 repair inh: qHTS screen for small molecules that inhibit ELG1-dependent DNA repair in human embryonic kidney (HEK293T) cells expressing luciferase-tagged ELG1; HEK293T ELG1-luciferase reporter, luminescence, 16 h; DNA damage induced by 5-fluorouridine; 330,000 compounds, 2.3% hits; Potency, µM (top dose mostly 46.1 µM), without a hit: at the top dose activity change, negative = inhibition, most hits filed as inhibitors; further: potency means the concentration at half of the fitted maximal effect; on the % scale 0 is the no-effect control and ±100 the full control effect; nearly all actives have a fitted effect of over 55% in size
#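 Reporter activity after DNA damage by 5-fluorouridine is monitored. Compound-treated cells incubate 16 hr at 37 °C, then ONE-Glo is added for 30 min before luminescence reading.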
# RORg inh: qHTS for inhibitors of ROR gamma transcriptional activity; Drosophila S2 Gal4-RORgamma UAS-luciferase reporter, 20 h; 310,000 compounds, 5.4% hits; Nuclear receptor ROR-gamma (Mus musculus), P51450; Potency, µM (series often up to 53.6 µM), for the others: top-dose activity change, negative = inhibition, usual class: inhibitors; further: potency means the concentration at half of the fitted maximal effect; on the % scale 0 is the no-effect control and ±100 the full control effect; nearly all actives have a fitted effect of over 60% in size
# Target sequence (P51450 whole entry, looked up, the tested form may be a part): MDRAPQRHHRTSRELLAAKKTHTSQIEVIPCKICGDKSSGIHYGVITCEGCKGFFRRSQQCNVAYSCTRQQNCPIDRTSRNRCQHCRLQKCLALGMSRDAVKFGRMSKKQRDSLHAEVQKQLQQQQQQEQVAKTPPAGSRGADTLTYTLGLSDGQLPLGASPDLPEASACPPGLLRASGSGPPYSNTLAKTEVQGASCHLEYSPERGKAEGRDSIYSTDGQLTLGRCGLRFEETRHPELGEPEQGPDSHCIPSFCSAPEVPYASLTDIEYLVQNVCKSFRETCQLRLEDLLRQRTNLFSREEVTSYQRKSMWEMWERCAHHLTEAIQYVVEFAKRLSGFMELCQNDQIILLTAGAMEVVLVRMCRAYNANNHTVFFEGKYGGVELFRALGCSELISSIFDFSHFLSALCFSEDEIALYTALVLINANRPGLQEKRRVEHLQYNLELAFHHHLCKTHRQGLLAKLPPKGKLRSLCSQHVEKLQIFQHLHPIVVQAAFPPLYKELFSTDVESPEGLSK
#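 In this cell-based reporter format, copper sulfate (700 uM final) drives Gal4–ROR gamma fusion expression from a metallothionein promoter in Drosophila Schneider cells; compounds preincubated 1 hr, reporter read after 20 hr at ambient temperature.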
# NPC1 promoter act: qHTS Assay for NPC1 Promoter Activators. Huh7 NPC1 promoter luciferase reporter, 24 h. Potency, µM (doses to about 9.22 µM), for the others: at the top dose activation, usual class: activators. AID 485313, 2010. 320,000 compounds, 2.4% hits;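 further: potency means the concentration at half of the fitted maximal effect; % of control where 0% means no effect; nearly all actives have a fitted effect of over 60% in size; reporter is driven by a mutant NPC1 promoter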
#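 NPC1 promoter–luciferase Huh7 cells; 24 h compound; luminescence.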
# KCNH2 3.1 block: qHTS for Inhibitors of KCHN2 3.1: Mutant qHTS; activity change, % (tested at about 1.8 µM); U2OS KCNH2 3.1, thallium flux FluxOr; stronger effect = lower value; 340,000 compounds, 0.95% hits; Potassium voltage-gated channel subfamily H member 2, brain isoform KCNH2 3.1 (human);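 active means maximum activity change below -70%; inconclusive means maximum activity change from -70% to -50%; inactive means maximum activity change above -50%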;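 further: thallium influx rate constant from kinetic fluorescence after stimulation buffer; on the % scale 0 is the no-effect control and ±100 the full control effect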
#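 Normalized rate constant (relative to positive and negative DMSO controls) derived from a 2 min kinetic fluorescence read after stimulation; U2OS cells expressing the 3.1 isoform via virus at 1.77 x 10^8 /mL.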
# FLuc modulator: qHTS profiling assay for firefly luciferase inhibitor/activator using purifed enzyme and Km concentrations of substrates (counterscreen for miR-21 project). purified FLuc, Km substrates, luminescence inhibition. Potency, µM (titrated, usually from 57.5 µM), for inactives: at the highest dose activity change, negative = inhibition, actives largely listed as inhibitors. 360,000 compounds, 6.9% hits. AID 588342, 2011;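 further: potency means the concentration at half of the fitted maximal effect; plate controls were vehicle for no effect and reference inhibitor for full effect; nearly all actives have a fitted effect of over 55% in size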
#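 Purified P. pyralis luciferase, 10 nM final, with Km-level 10 uM D-luciferin and 10 uM ATP in 50 mM Tris acetate pH 7.5, 10 mM Mg acetate, 0.01% Tween-20, 0.05% BSA; 6-point qHTS titration about 60 µM downward; luminescence read.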
# VP16 counter: VP16 counterscreen qHTS for inhibitors of ROR gamma transcriptional activity. Drosophila S2 Gal4-VP16 UAS-luciferase, luminescence, 20 h. Potency, µM (titrated, usually from 53.6 µM), for the others: at the highest dose activity, negative = inhibition, most hits filed as inhibitors. 310,000 compounds, 3.5% hits. AID 2546, 2010;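 further: Gal4-VP16 expression switched on by copper sulfate through the metallothionein promoter; potency means the concentration at half of the fitted maximal effect; on the % scale 0 is the no-effect control and ±100 the full control effect; nearly all actives have a fitted effect of over 50% in size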
# Mito fusion act: qHTS Assay for Small Molecule Inhibitors of Mitochondrial Division or Activators of Mitochondrial Fusion; 320,000 compounds, 0.23% hits; S. cerevisiae fusion-defective mutant growth rescue, CellTiterGlo 48 h; AID 485298, 2010; Potency, µM (top dose mostly 46.1 µM), for inactives: at the highest dose growth rescue (activation), hits mostly activators;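 further: potency means the concentration at half of the fitted maximal effect; % of control where 0% means no effect; nearly all actives have a fitted effect of over 45% in size; temperature-sensitive fusion mutants such as fzo1-1 at 37 °C on non-fermentable ethanol glycerol medium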
#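 Temperature-sensitive fusion-defective S. cerevisiae (e.g. fzo1-1, mgm1-5) were grown with compound in YPEG medium (3% ethanol, 3% glycerol) for 48 hours at 37C. Growth rescue was measured as viability by CellTiterGlo luminescence after 10 minutes at ambient.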
# * marks the source's active call; other numbers are inactive results; u = inconclusive; x = no result given; [ ] = remark or other dose. Unless noted, the call rests on the fitted dose curve; in most records, active means well fitted curve in the direction sought with a large enough effect; inconclusive means small, poorly fitted or top-dose-only effect, or another doubt; inactive means no such curve, though single readings can be large; an effect the other way counts as inactive or inconclusive. An excerpt; rates above refer to the full screens.
canonical_smiles,NPC1 promoter act,RORg inh,VP16 counter,Menin-MLL TR inh,PKM2 act,ELG1 repair inh,FLuc modulator,Rab9 promoter act,Mito fusion act,KCNH2 3.1 block,MBNL1 CUG block
Cc1ccc(-c2csc3nnc(SCC(=O)N4CCN(Cc5ccccc5)CC4)n23)cc1,-3%,-43%,-8%,2%,-3%,5%,-5%,-8%,8%,-12,4%
CC(C)NC(=O)NC(=O)CSc1ccccc1F,-1%,u,24%,11%,5%,u,0%,-2%,-7%,-1,3%
O=C(Nc1ccc(N2CCN(Cc3ccccc3)CC2)cc1)c1ncn[nH]1,-1%,-24%,-18%,0%,-4%,1%,-12%,2%,-1%,7,-13%
CCCN(CC(=O)Nc1ccc(C(N)=O)cc1)CC(=O)Nc1ccc(F)c(F)c1F,1%,4%,4%,-11%,x,u,1%,-4%,10%,1,-6%
O=C1N=C(N2CCOCC2)S/C1=C/c1cccs1,2%,9%,u,-11%,-8%,u,u,-2%,1%,-10,u
CON1C(=O)C(=O)N(OC)C2CCCCC21 (stereo unspecified),-1%,1%,-4%,-2%,-4%,-3%,3%,-2%,3%,0,-9%
Oc1ccc(O)c(Cc2nc3ccccc3s2)c1,-9%,7.1µM*,25µM*,40%[activator],-3%,u,u,-3%,1%,6,x
CS(=O)(=O)N(CC(=O)NCCC1=CCCCC1)C1CCCCC1,-2%,-17%,-10%,-10%,-10%,1%,-1%,-3%,2%,-7,4%
CCOc1ccc(C(=O)NCc2ccncc2)cc1OCC,3%,4%,4%,3%,-3%,2%,0%,-3%,-3%,3,-6%
Clc1nnc(NN=C2CCCC2)c2ccccc12,-6%,8.9µM*,u,11%,3%,25%,u,1%,23%,11,-16%[11.5 µM]
O=C(C1CCN(S(=O)(=O)c2cccs2)CC1)N(c1ccccn1)C1CCCCC1,-2%,-10%,-5%,-13%,1%,2%,-5%,0%,3%,-1,-2%
Cc1cc(C(=O)OCC(=O)c2ccc(Br)s2)no1,-10%,-12%,2%,u,0%,u,9.5µM*,0%,-1%,-3,82%[activator]
CC(C)c1ccc(NC(=O)C(c2ccccc2)N(C)C(=O)c2cnccn2)cc1 (stereo unspecified),1%,14%,-19%,-4%,-1%,-2%,-10%,-1%,14%,-18,-12%
COc1ccc(NC(=O)CN(C)C(=O)c2cc(CN3C(=O)c4ccccc4C3=O)ccc2OC)cc1,-5%,x,x,x,x,-11%,3%,-1%,-5%,-4,x
O=C(O)c1ccc2nc(-c3ccccc3)c(-c3ccccc3)nc2c1,u,u,-24%,11%,-2%,u,u,u,10%,1,x
CN(c1ccccc1)S(=O)(=O)c1cccc(C(=O)NNC(=O)c2ccncc2)c1,0%,x,x,x,x,-2%,2%,-1%,-5%,-3,x
O=C(c1c(F)cccc1F)N1CCCc2ccccc21,3%,-2%,-1%,-2%,1%,0%,-8%,-5%,4%,-3,-16%
CCn1ncc(Br)c1C(=O)Nc1ncc(C)s1,3%,-9%,10%,4%,11%,u,u,15%,5%,18,-5%
CC(C)n1c(SCC(=O)NCc2ccco2)nnc1C1CC1,-1%,6%,-5%,4%,-1%,13%,1%,1%,-1%,4,2%
CSc1cccc(NC(=S)N2CCC(N(C)C(C)C)CC2)c1,-1%,3%,-1%,9%,1%,9%,-3%,16%,-9%,-21,-1%

# Exported with two lines to a compound: part of the list above.
# Below each compound: NPC1 promoter act, RORg inh, VP16 counter, Menin-MLL TR inh, PKM2 act, ELG1 repair inh, FLuc modulator, Rab9 promoter act, Mito fusion act, KCNH2 3.1 block, MBNL1 CUG block
> O=C(C1CCN(S(=O)(=O)c2cccs2)CC1)N(c1ccccn1)C1CCCCC1
    -2%, -10%, -5%, -13%, 1%, 2%, -5%, 0%, 3%, -1, -2%
> Cc1cc(C(=O)OCC(=O)c2ccc(Br)s2)no1
    -10%, -12%, 2%, u, 0%, u, 9.5µM*, 0%, -1%, -3, 82%[activator]

# (listing goes on)
canonical_smiles,NPC1 promoter act,RORg inh,VP16 counter,Menin-MLL TR inh,PKM2 act,ELG1 repair inh,FLuc modulator,Rab9 promoter act,Mito fusion act,KCNH2 3.1 block,MBNL1 CUG block
CN(C)C(=O)c1ccc(Cl)cc1[N+](=O)[O-],-3%,0%,-1%,-22%,-4%,3%,-1%,-1%,2%,-3,u
O=C(CSc1nc2ccccc2c(=O)n1CCCC(=O)N1CCCC1)NCc1ccco1,1%,6%,4%,x,1%,-7%,-1%,3%,1%,3,5%
COCc1cc(C)nc(NC2CCCCC2)c1C#N,12%,-20%,-4%,-24%,-20%,16%,-4%,1%,18%,-11,3%
COC(=O)[C@H](CCSC)NC(=O)Nc1ccc(OC)cc1OC,0%,14%,-5%,x,0%,-4%,-3%,-5%,-4%,15,-3%
COc1ccc(NS(=O)(=O)Cc2ccccc2Cl)cn1,1%,4%,0%,1%,-2%,6%,6%,-3%,-1%,44,5%
O=C(Cn1cnc2ccccc21)Nc1ccccc1-c1ccccc1,1%,20%,-5%,-26%,0%,-18%,-1%,0%,-1%,9,-4%
C=CCn1c(=O)/c(=C/c2ccc(C)o2)s/c1=C(/C#N)C(=O)c1ccccc1,0%,21%,6%,u,-8%,u,-2%,-5%,-1%,-14,22%
C=CCNC(=O)C1CC(=O)N(c2ccc(OCC(=O)Nc3ccccc3)cc2)C1 (stereo unspecified),2.8µM*,-19%,2%,-1%,-4%,u,12µM*,3.5µM*,3%,8,2%
CN(C)c1ccc(P(=O)(COc2ccc([N+](=O)[O-])cc2)c2ccc(N(C)C)cc2)cc1,0%,-29%,-6%,x,-2%,u,-2%,13%,2%,-39,-1%
c1cncc(-c2csc(-c3cccnc3)n2)c1,-5%,-7%,-1%,4%,x,-4%,u,1%,2%,-6,u
CCOC(=O)c1c[nH]c2nc(C)ccc2c1=O,-2%,38%,12%,-1%,1%,12%,-2%,-4%,2%,-2,9%
COc1ccc(-c2cc(-c3ccccc3)nc(-c3ccc4c(c3)NC(=O)CO4)c2)cc1,-2%,-9%,-9%,-19%,-2%,23µM*,-16%,1%,5%,x,-5%
CC1CC(C)CN(C(=O)Cn2c(=O)n(CCCCC(=O)NC3CCCC3)c(=O)c3ccccc32)C1 (stereo unspecified),-2%,13%,11%,-1%,-1%,-9%,0%,-2%,-6%,x,-3%
O=C1/C(=C/c2ccc(F)cc2)SC(=S)N1N1CCOCC1,2%,10%,0%,x,5%,0%,6%,-3%,6%,-2,-12%
COc1ccccc1CN(CC(=O)NCc1ccc(F)cc1)C(=O)c1csnn1,1%,6%,8%,-14%,1%,-4%,-1%,-2%,1%,-82*,-1%
O=[N+]([O-])c1ccc(C[n+]2cccc3ccccc32)cc1,2%,-6%,0%,-10%,1%,-30%,4%,-7%,-2%,3,u
CNC(=O)c1ccsc1NC(=O)c1sc2ccccc2c1Cl,u,38%,-2%,u,1%,u,3.8µM*,u,u,-7,153%[activator]
Cc1cccc(Nc2nc(N)c([N+](=O)[O-])c(N3CCC(C)CC3)n2)c1,-6%,u,-20%,u,15%,-28%,u,-14%,-8%,0,6%
O=C(Nc1cccc2ccccc12)N1CC=C(c2ccccc2)CC1,3%,13%,-2%,1%,3%,0%,-14%,1%,0%,-3,-3%
COc1ccc(NC(=O)C23CCC(C)(C(=O)C2)C3(C)C)cc1 (stereo unspecified),-2%,23%[0.365 µM],x,-18%,2%,-2%,4%,-3%,3%,3,7%
O=C(Nc1nc(-c2ccc(F)c(F)c2)cs1)c1ccc(OCC2CCCO2)cc1 (stereo unspecified),-28%,-18%,-5%,-2%,-2%,u,-26%,-34%[inhibitor],-1%,-7,159%[activator]
